Mtb BioA inh: M. tuberculosis BioA enzyme inhibitors, primary screen, biochemical, plate reader, single point, HTS | 7,8-diaminopelargonic acid synthase BioA (Mycobacterium tuberculosis) | purified M. tuberculosis BioA enzyme | inhibition, % at 9.99 µM | 0.096% of 360,000 active; in the data active means inhibition above about 40%
Active calls of the source: *; & = joins results of further samples. A portion of the library. The share of hits here may be higher or lower than overall.

SMILES | Mtb BioA inh
C[C@@H]1CCCCO[C@@H](CN(C)Cc2ccc(C(=O)O)cc2)[C@H](C)CN([C@@H](C)CO)C(=O)c2cc(NS(=O)(=O)c3ccc(F)cc3)ccc2O1 | -0.9
CC(=O)N1[C@@H]2c3ccc(-c4ccccc4F)c(=O)n3C[C@H]1[C@H](CO)[C@H]2C(=O)N1CCOCC1 | -0.9
C[C@@H](O)C#Cc1ccc([C@@H]2[C@H](CO)N3CCCCN(C(=O)c4ccncc4)C[C@@H]23)cc1 | 1.9
CC(=O)N1[C@H](CN(C(=O)c2ccc(F)cc2)C(C)C)[C@H](c2ccccc2)[C@@H]1CO | -0.3
C[C@H](NC(=O)C[C@@H]1C[C@H]2c3cc(NC(=O)C4CCOCC4)ccc3O[C@H]2[C@@H](CO)O1)c1ccccc1 | -0.2
CNC[C@H]1OCCCC[C@@H](C)Oc2ccc(NS(=O)(=O)c3ccc(C)cc3)cc2C(=O)N([C@H](C)CO)C[C@H]1C | 0.4
CCCC(=O)Nc1ccc2c(c1)C(=O)N(C)C[C@H](OC)[C@@H](C)CN(Cc1cccc(F)c1)[C@@H](C)CO2 | 4.2
C[C@H](CO)N1C[C@H](C)[C@H](CN(C)C(=O)c2ccncc2)Oc2cc(C3=CCCCC3)ccc2S1(=O)=O | 1.5
CC(C)NC(=O)N(C)C[C@H]1Oc2cc(C#CCN(C)C)ccc2S(=O)(=O)N([C@H](C)CO)C[C@@H]1C | -4.2
CCNC(=O)[C@@H]1[C@@H](CO)[C@@H]2Cn3c(ccc(-c4ccccc4F)c3=O)[C@H]1N2C(=O)CC | -1.7
CNC[C@@H]1OCCCC[C@@H](C)Oc2ccc(NC(=O)Nc3ccc(C(F)(F)F)cc3)cc2C(=O)N([C@@H](C)CO)C[C@H]1C | -1.8
CCC(=O)Nc1ccc2c(c1)OC[C@H](C)N(C(=O)CN1CCOCC1)C[C@@H](C)[C@H](OC)CN(C)C2=O | -0.8
O=C(N[C@H]1CC[C@H](CC(=O)N2CCOCC2)O[C@@H]1CO)c1ccccn1 | -3.1
C[C@@H]1CN([C@H](C)CO)C(=O)c2cc(NS(=O)(=O)c3ccc(Cl)cc3)ccc2O[C@@H](C)CCCCO[C@H]1CN(C)Cc1ccc(Cl)c(Cl)c1 | -5.5
Cc1noc(C)c1NC(=O)Nc1ccc2c(c1)C(=O)N([C@@H](C)CO)C[C@H](C)[C@H](CN(C)S(=O)(=O)c1ccc(Cl)cc1)OCCCC[C@@H](C)O2 | -2.5
CN(C)CC(=O)Nc1ccc2c(c1)[C@@H]1C[C@H](CC(=O)NCCc3ccccc3)O[C@@H](CO)[C@@H]1O2 | 0.4
CCNC(=O)C[C@@H]1CC[C@H]2[C@@H](COC[C@@H](O)CN2C(=O)C2CC2)O1 | -1.5
C[C@H](CO)N1C[C@H](C)[C@H](CN(C)Cc2ccc3c(c2)OCO3)Oc2c(NC(=O)c3ccc(-c4nccs4)cc3)cccc2C1=O | -1.0
O=C(Nc1ccccc1)N1CCCCN2[C@H](CO)[C@H](c3ccc(C#Cc4cccnc4)cc3)[C@@H]2C1 | -3.1
O=C(C[C@@H]1CC[C@H]2[C@@H](COC[C@H](O)CN2C(=O)c2ccc3c(c2)OCO3)O1)NCCN1CCCCC1 | -1.1
C[C@@H]1CN([C@@H](C)CO)S(=O)(=O)c2ccc(/C=C/c3ccccc3)cc2O[C@@H]1CN(C)C(=O)Nc1ccc(F)cc1 | -0.1
CN1CCN(C(=O)C[C@@H]2CC[C@H](NC(=O)Cc3ccccn3)[C@@H](CO)O2)CC1 | -3.1
CCCNC(=O)C[C@H]1C[C@@H]2c3cc(NC(=O)Nc4ccc(OC)cc4)ccc3O[C@@H]2[C@H](CO)O1 | 0.9
CCS(=O)(=O)N[C@@H]1C=C[C@@H](CC(=O)NCC2CCCCC2)O[C@@H]1CO | -2.2
C[C@@H]1CN([C@@H](C)CO)C(=O)c2cccc(NC(=O)C3CCCCC3)c2O[C@H]1CN(C)CC1CCCCC1 | -0.9
CCNC(=O)C[C@H]1CC[C@H]2[C@@H](COC[C@@H](O)CN2C(=O)c2cc(Cl)cc(Cl)c2)O1 | -1.8
O=S(=O)(N[C@@H]1CC[C@H](CCn2cc(C3(O)CCCC3)nn2)O[C@@H]1CO)c1ccccc1 | -3.3
CC(C)NC(=O)N(C)C[C@H]1Oc2cc(-c3ccccc3F)ccc2S(=O)(=O)N([C@H](C)CO)C[C@@H]1C | 0.3
C[C@@H]1CCCCO[C@@H](CN(C)Cc2ccccc2)[C@@H](C)CN([C@@H](C)CO)C(=O)c2cc(NC(=O)CCC(F)(F)F)ccc2O1 | 2.9
C[C@@H]1CN([C@@H](C)CO)S(=O)(=O)c2ccc(C#CCN(C)C)cc2O[C@@H]1CN(C)C(=O)CC1CC1 | -2.4
CN(C)C(=O)c1cccc(-c2ccc([C@@H]3[C@@H](C#N)N(C(=O)C4CCCCC4)[C@@H]3CO)cc2)c1 | -0.6
COc1ccc(CN(C)C[C@H]2OCCCC[C@@H](C)Oc3ccc(NC(=O)Nc4c(C)noc4C)cc3C(=O)N([C@H](C)CO)C[C@@H]2C)cc1 | 0.2
O=C(NC1CCCC1)N[C@@H]1C=C[C@H](CC(=O)N2CCOCC2)O[C@H]1CO | -2.2
C[C@@H]1CN([C@H](C)CO)C(=O)c2cc(C#CC(C)(C)O)cnc2O[C@H]1CN(C)C(=O)CN(C)C | 1.2
CC=Cc1ccc2n(c1=O)C[C@H]1[C@H](CO)[C@@H](C(=O)NCC3CCCCC3)[C@@H]2N1C(=O)CC (mixture of isomers) | -0.2
COc1cccc(S(=O)(=O)N(C)C[C@@H]2Oc3ncc(C#CC(C)C)cc3C(=O)N([C@H](C)CO)C[C@H]2C)c1 | 1.1
C[C@@H]1CN([C@H](C)CO)C(=O)c2cc(C#CC3CC3)cnc2O[C@@H]1CN(C)C(=O)Cc1ccccn1 | 0.4
COCC(=O)N1[C@H](CO)[C@@H]2c3ccccc3N(C(=O)C3CC3)C[C@@H]21 | 5.0
COc1cccc(-c2ccc([C@H]3[C@@H](CO)N4CCCCN(CC5CC5)C[C@H]34)cc2)c1 | -4.4
O=C(C[C@H]1C=C[C@@H](NC(=O)Nc2ccc(C(F)(F)F)cc2)[C@H](CO)O1)NCCN1CCCC1 | -2.5

Ten compounds from above, arranged by heavy-atom count, low to high.
SMILES | Mtb BioA inh
CCNC(=O)C[C@@H]1CC[C@H]2[C@@H](COC[C@@H](O)CN2C(=O)C2CC2)O1 | -1.5
O=C(N[C@H]1CC[C@H](CC(=O)N2CCOCC2)O[C@@H]1CO)c1ccccn1 | -3.1
CCNC(=O)[C@@H]1[C@@H](CO)[C@@H]2Cn3c(ccc(-c4ccccc4F)c3=O)[C@H]1N2C(=O)CC | -1.7
C[C@@H]1CN([C@H](C)CO)C(=O)c2cc(C#CC(C)(C)O)cnc2O[C@H]1CN(C)C(=O)CN(C)C | 1.2
C[C@@H]1CN([C@@H](C)CO)S(=O)(=O)c2ccc(C#CCN(C)C)cc2O[C@@H]1CN(C)C(=O)CC1CC1 | -2.4
O=C(Nc1ccccc1)N1CCCCN2[C@H](CO)[C@H](c3ccc(C#Cc4cccnc4)cc3)[C@@H]2C1 | -3.1
O=C(C[C@@H]1CC[C@H]2[C@@H](COC[C@H](O)CN2C(=O)c2ccc3c(c2)OCO3)O1)NCCN1CCCCC1 | -1.1
C[C@H](CO)N1C[C@H](C)[C@H](CN(C)Cc2ccc3c(c2)OCO3)Oc2c(NC(=O)c3ccc(-c4nccs4)cc3)cccc2C1=O | -1.0
COc1ccc(CN(C)C[C@H]2OCCCC[C@@H](C)Oc3ccc(NC(=O)Nc4c(C)noc4C)cc3C(=O)N([C@H](C)CO)C[C@@H]2C)cc1 | 0.2
C[C@@H]1CCCCO[C@@H](CN(C)Cc2ccc(C(=O)O)cc2)[C@H](C)CN([C@@H](C)CO)C(=O)c2cc(NS(=O)(=O)c3ccc(F)cc3)ccc2O1 | -0.9

More entries follow:
SMILES | Mtb BioA inh
O=C(C1CCCC1)N1CCCCN2[C@H](CO)[C@H](c3ccc(C#CC4(O)CCCC4)cc3)[C@@H]2C1 | -2.0
C[C@@H]1CN([C@H](C)CO)C(=O)c2cc(NC(=O)c3ccncc3)ccc2O[C@@H](C)CCCCO[C@H]1CN(C)C(=O)Nc1ccc2c(c1)OCO2 | -2.7
CCCN1C[C@@H](C)[C@H](OC)CN(C)C(=O)c2ccc(NC(=O)c3ccccc3F)cc2OC[C@H]1C | -0.4
COCC(=O)N[C@H]1C=C[C@H](CC(=O)NCc2ccc(Cl)cc2)O[C@@H]1CO | -1.4
C[C@H]1CN([C@@H](C)CO)C(=O)c2cc(NC(=O)Nc3ccc(C(F)(F)F)cc3)ccc2O[C@@H]1CN(C)C(=O)Nc1cccc2ccccc12 | -2.5
COc1ccc(NC(=O)Nc2ccc3c(c2)C(=O)N([C@@H](C)CO)C[C@H](C)[C@H](CN(C)C(=O)Nc2ccc(F)cc2)OCCCC[C@H](C)O3)cc1 | -2.2
CCCN(C)C[C@H]1OCCCC[C@@H](C)Oc2ccc(NS(=O)(=O)c3ccc(C)cc3)cc2C(=O)N([C@H](C)CO)C[C@@H]1C | -1.2
CC(C)C#Cc1cnc2c(c1)C(=O)N([C@H](C)CO)C[C@@H](C)[C@@H](CN(C)C(=O)Nc1ccc(F)cc1)O2 | 2.5
COc1ccccc1-c1cn(CC[C@@H]2CC[C@H](NC(=O)CCN3CCCCC3)[C@@H](CO)O2)nn1 | 1.9
Cc1cccc(NC(=O)Nc2ccc3c(c2)C(=O)N(C)[C@@H]2CC[C@@H](CC(=O)O)O[C@H]2CO3)c1 | -0.6
Cc1ccc(-c2cnc3c(c2)C(=O)N([C@@H](C)CO)C[C@@H](C)[C@H](CN(C)C(=O)c2ccccc2)O3)cc1 | 6.4
CN1C(=O)c2cc(NC(=O)c3cccc(F)c3)ccc2OC[C@@H]2O[C@@H](CC(=O)NCC3CCCCC3)CC[C@H]21 | 1.2&3.6
C[C@H]1CN([C@@H](C)CO)C(=O)c2cc(-c3ccc(C#N)cc3)cnc2O[C@H]1CN(C)C(=O)CC1CC1 | 5.6
CCNC(=O)Nc1ccc2c(c1)C(=O)N(C)[C@H]1CC[C@H](CC(=O)N[C@H](C)c3ccccc3)O[C@H]1CO2 | 0.3
O=C(c1ccccn1)N1C[C@H]2[C@@H](c3ccccc31)[C@@H](CO)N2C(=O)Nc1ccccc1F | -2.9
C[C@H](CO)N1C[C@H](C)[C@@H](CN(C)S(=O)(=O)c2cn(C)cn2)OCCCC[C@H](C)Oc2ccc(NS(=O)(=O)c3cn(C)cn3)cc2C1=O | -1.4
COc1ccc(S(=O)(=O)N(C)C[C@@H]2Oc3c(NC(=O)NC4CCCCC4)cccc3C(=O)N([C@H](C)CO)C[C@H]2C)cc1 | 0.0
COc1ccc(S(=O)(=O)Nc2ccc3c(c2)CC(=O)N([C@@H](C)CO)C[C@H](C)[C@H](CN(C)C(=O)Nc2c(C)noc2C)O3)cc1 | -0.3
C[C@H]1CN([C@@H](C)CO)C(=O)c2cccc(NC(=O)Nc3ccccc3)c2O[C@H]1CN(C)Cc1ccncc1 | -0.9
CCCc1cn(CC[C@H]2CC[C@@H](NC(=O)C3CCCCC3)[C@H](CO)O2)nn1 | 1.2
C[C@H](CO)N1C[C@H](C)[C@H](CN(C)C(=O)NC2CCCCC2)Oc2ccc(NS(=O)(=O)c3ccc(F)cc3)cc2C1=O | 0.6
Cc1ccc(S(=O)(=O)N(C)C[C@@H]2OCCCC[C@@H](C)Oc3ccc(NC(=O)Nc4ccc(F)cc4)cc3C(=O)N([C@@H](C)CO)C[C@H]2C)cc1 | -2.3
Cc1ccc(-c2ccc3c(c2)O[C@H](CN(C)C(=O)Nc2ccc(F)cc2)[C@H](C)CN([C@@H](C)CO)S3(=O)=O)cc1 | -0.2
COc1ccc(CN(C)C[C@@H]2OCCCC[C@@H](C)Oc3ccc(NS(=O)(=O)c4ccccc4)cc3C(=O)N([C@H](C)CO)C[C@H]2C)cc1 | 0.5
CC(C)CC#Cc1cnc2c(c1)C(=O)N([C@@H](C)CO)C[C@H](C)[C@@H](CN(C)C(=O)CC1CC1)O2 | 3.5
C[C@@H]1CCCCO[C@H](CN(C)Cc2ccc(C(=O)Nc3ccccc3N)cc2)[C@@H](C)CN([C@H](C)CO)C(=O)c2cc(NS(=O)(=O)c3ccc(F)cc3)ccc2O1 | 0.9
C[C@@H]1CCCCO[C@@H](CN(C)S(=O)(=O)c2ccc(Cl)cc2)[C@@H](C)CN([C@@H](C)CO)C(=O)c2cc(NC(=O)Nc3ccc(C(F)(F)F)cc3)ccc2O1 | -0.4
CCCC(=O)Nc1ccc2c(c1)C(=O)N(C)C[C@H](OC)[C@H](C)CN(CCC)[C@@H](C)CO2 | -1.0
Cc1noc(C)c1NC(=O)Nc1ccc2c(c1)CC(=O)N([C@@H](C)CO)C[C@H](C)[C@@H](CN(C)Cc1ccc3c(c1)OCO3)O2 | -0.7
CCC(=O)N(C)C[C@@H]1Oc2cc(-c3cncnc3)ccc2S(=O)(=O)N([C@@H](C)CO)C[C@@H]1C | -2.4
C[C@H]1CN([C@@H](C)CO)C(=O)Cc2cc(NC(=O)Nc3cccc4ccccc34)ccc2O[C@@H]1CN(C)S(=O)(=O)c1ccc(F)cc1 | -3.4
C[C@H]1CCCCO[C@@H](CN(C)C(=O)Nc2ccc3c(c2)OCO3)[C@@H](C)CN([C@@H](C)CO)C(=O)c2cc(NC(=O)Nc3ccc(C(F)(F)F)cc3)ccc2O1 | 5.0
C[C@H]1CN([C@@H](C)CO)C(=O)c2cc(NS(=O)(=O)c3ccccc3)ccc2O[C@H]1CN(C)Cc1ccccc1 | -0.4
N#C[C@@H]1[C@H](c2ccc(-c3cccc(F)c3)cc2)[C@H](CO)N1C(=O)c1cccnc1 | 4.8
CO[C@H]1CN(C)C(=O)c2ccc(NC(=O)c3cc(C)on3)cc2OC[C@H](C)NC[C@H]1C | -0.5
C[C@@H]1CN([C@@H](C)CO)C(=O)Cc2cc(NC(=O)NC3CCCCC3)ccc2O[C@H]1CN(C)S(=O)(=O)c1cccs1 | 2.5
CS(=O)(=O)N1[C@@H]2c3ccc(-c4ccccc4)c(=O)n3C[C@@H]2[C@@H](CO)[C@@H]1C(=O)NC1CCC1 | -1.0
Cc1ccccc1-c1ccc([C@@H]2[C@H]3CN(C(=O)Nc4ccccc4)CCCCN3[C@H]2CO)cc1 | -1.7

Bioassay records (PubChem)
